Assay outcomes deposited in PubChem BioAssay by NMMLSC.
RGS4-Gao reg: modulates binding of RGS4 to human Galphao | P09471 | Multiplexed bead flow cytometry; actives lie on both sides | binding response (% of control), % at 10 µM | 220,000 compounds, 0.33% hits | AID 1415; in the data active = binding response below about 49% or above about 150%; inactive = in between;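 also: fluorescent Galphao activated with aluminum fluoride binding bead-coupled RGS4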
Bcl-XL Bim block: human Bim-Bcl-XL interaction inhibition | Q07817 | Bim peptide-Bcl-XL binding, bead flow cytometry, fluorescence | inhibition, % at 10 µM | 190,000 compounds, 0.04% hits
ABCG2 inh: blocks JC-1 efflux by human ABCG2 transporter. IgMXP3 cells, flow cytometry. inhibition, % at 6.6 µM. 190,000 compounds, 0.1% hits;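 active = inhibition above 80%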;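 also: 0% = DMSO and 100% = nicardipine control wells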
Target sequence (Q9UNQ0 whole entry, looked up): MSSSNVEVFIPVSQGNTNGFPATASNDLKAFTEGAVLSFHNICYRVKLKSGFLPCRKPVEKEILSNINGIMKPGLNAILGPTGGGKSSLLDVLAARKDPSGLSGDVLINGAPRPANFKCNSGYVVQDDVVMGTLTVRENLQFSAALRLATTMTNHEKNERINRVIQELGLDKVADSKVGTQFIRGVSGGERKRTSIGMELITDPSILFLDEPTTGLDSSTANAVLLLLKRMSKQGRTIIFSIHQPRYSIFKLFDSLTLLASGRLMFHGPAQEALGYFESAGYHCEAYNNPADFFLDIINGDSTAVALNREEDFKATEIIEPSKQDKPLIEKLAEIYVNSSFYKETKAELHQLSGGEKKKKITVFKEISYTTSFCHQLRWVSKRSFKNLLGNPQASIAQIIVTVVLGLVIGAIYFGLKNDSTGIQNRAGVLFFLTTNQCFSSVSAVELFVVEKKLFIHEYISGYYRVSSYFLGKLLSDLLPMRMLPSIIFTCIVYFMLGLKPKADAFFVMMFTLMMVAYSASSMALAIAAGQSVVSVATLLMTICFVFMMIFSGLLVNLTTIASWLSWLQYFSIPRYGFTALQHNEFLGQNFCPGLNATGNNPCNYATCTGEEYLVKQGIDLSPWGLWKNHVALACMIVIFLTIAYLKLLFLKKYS
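Test system: IgMXP3 (ABCG2) plus far-red-tagged CCRF-Adr (ABCB1) cells. Reagent: JC-1 dye as substrate. Timing: 10 min exposure at 25 °C with rotation, no wash. Measured by: flow cytometric JC-1 green MFI at 530 nm. Read-out: percent efflux inhibition, scaled nicardipine 100% to DMSO 0%. Control set: nicardipine and DMSO wells.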
RGS8-Gao: modulates binding of RGS8 to human Galphao | P09471 | multiplexed bead flow cytometry; actives lie on both sides | response (percent of control binding), % at 10 µM | 220,000 compounds, 0.34% hits | AID 1423; in the data active = response below about 60% or above about 140%; inactive = in between;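 also: Galphao activated as the GDP aluminium fluoride complex binding bead-coupled RGS8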
GSH fluor: compound fluoresces at 488/530 nm on GSH beads; 190,000 compounds, 0.25% hits; fluorescence (KMESF) at 10 µM; GSH beads flow cytometry, compound fluorescence 488/530 nm; active compounds read high; in the data active = fluorescence above about 89;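 also: glutathione beads carrying GST-tagged Bcl family fusion proteins plus one bare bead set; values are compound well signal with DMSO vehicle wells as background; inactives centre near 16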
ABCB1 inh: blocks JC-1 efflux by human ABCB1 transporter; inhibition, % at 6.6 µM; P08183; 190,000 compounds, 0.067% hits; CCRF-Adr cells, flow cytometry; in the data active = inhibition above about 40%;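 also: 0% = vehicle and 100% = reference inhibitor; higher value means more JC-1 retained so stronger ABCB1 efflux block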
Bcl-B Bim block: inhibitors of Bim-Bcl-B interaction, human | Q9HD36 | bead-based flow cytometry, Bim peptide-Bcl-B binding | inhibition, % at 10 µM | 190,000 compounds, 0.073% hits | AID 951;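 also: 0% = tracer peptide without compound and 100% = reference inhibitor peptide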
Bcl-W Bim block: inhibitors of Bim-Bcl-W interaction, human | bead-based flow cytometry, Bim peptide-Bcl-W binding | inhibition, % at 10 µM | 190,000 compounds, 0.02% hits;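 also: 0% = bound tracer without compound and 100% = peptide blocker; higher means less fluorescent Bim peptide bound to Bcl-W beads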
RGS7-Gao: human RGS7-Galphao interaction regulation | 220,000 compounds, 0.35% hits | P09471 | Multiplexed bead flow cytometry, RGS7-Galphao binding; actives lie on both sides | AID 1439 | binding response (% of control), % at 10 µM; in the data active = binding response below about 49% or above about 150%; inconclusive = no clear call, values can overlap the other calls; inactive = in between;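 also: fluorescent Galphao held in activated GDP-AlF4 state binding bead-coupled RGS7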
Bcl-2 Bim block: disrupts Bim peptide binding to human Bcl-2. P10415. Bead-based flow cytometry, Bim peptide-Bcl-2 binding. inhibition, % at 10 µM. 190,000 compounds, 0.06% hits; in the data active = inhibition above about 40%; inconclusive = no clear call, values can overlap the other calls;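 also: 0% = no compound wells with probe peptide and 100% = reference peptide inhibitor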
Target sequence (P10415 whole entry, looked up): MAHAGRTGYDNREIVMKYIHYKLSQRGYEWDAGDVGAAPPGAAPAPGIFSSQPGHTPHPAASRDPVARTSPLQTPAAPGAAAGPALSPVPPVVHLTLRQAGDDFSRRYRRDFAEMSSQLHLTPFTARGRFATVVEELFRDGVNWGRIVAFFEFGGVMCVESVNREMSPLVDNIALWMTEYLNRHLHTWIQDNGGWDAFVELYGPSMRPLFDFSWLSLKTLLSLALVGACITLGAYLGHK
Bfl-1 Bim block: disrupts Bim binding to human Bfl-1; inhibition, % at 10 µM; Bead-based flow cytometry, Bim-Bfl-1 binding inhibition; 190,000 compounds, 0.12% hits;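 also: 0% = wells without compound plus tracer and 100% = blocker peptide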
An asterisk follows results filed as active; ? = inconclusive; · = not tested or not shown. Rule as the data show it, unless noted: active = inhibition above about 40%.

Second line of a record: RGS4-Gao reg	Bcl-XL Bim block	ABCG2 inh	RGS8-Gao	GSH fluor	ABCB1 inh	Bcl-B Bim block	Bcl-W Bim block	RGS7-Gao	Bcl-2 Bim block	Bfl-1 Bim block
Cc1cccc(-n2c(-c3csc4ccccc34)n[nH]c2=S)c1
    99	-7	-5	100	6	-0.6	-14	-1	97	1	2
O=C(CN1CCN(Cc2ccccc2Cl)C1=O)NCC1CCCO1 (stereo not drawn)
    98	-5	-3	99	20	-1.9	-3	0	100	-8	-13
COc1ccc(-n2cccc2/C=C2\C(=N)N3N=C(c4ccco4)SC3=NC2=O)cc1
    81	-2	1	84	9	0.2	5	-2	76	0	2
Cn1c(=O)[nH]c(=O)c2c1nc(CN1CCN(c3ccc(F)cc3)CC1)n2CCc1ccccc1
    102	-4	18	104	21	2.2	-6	-2	102	-9	-8
Cc1ccn2c(C(=O)N/N=C\c3cccs3)c(C)nc2c1
    104	-3	5	110	32	0.6	-1	-4	102	-4	-7
COc1ccc(C/C(O)=C(\C#N)c2nc3ccccc3s2)cc1
    104	0	1	101	40	0.5	-7	-3	106	-9	-11
O=C1c2ccccc2C(=O)N1n1cccc1
    106	-7	4	109	9	1.9	-4	-3	106	-2	-1
CCCN1C(=O)CC(C(=O)OC)=C1C
    101	-3	2	103	52	0.6	0	-2	101	-5	-6
COc1ccc(COc2cc(-c3cccc(OC)c3)nc3ccc(NC(=O)c4ccc(C)cc4)cc23)cc1
    96	0	-4	102	18	-1.0	-3	-2	99	-1	0
CC(=O)Oc1ccc(C(=O)NCCc2ccccc2)cc1
    101	-6	2	101	59	0.0	-9	-2	98	0	-13

2 successive entries from above:
Second line of a record: RGS4-Gao reg	Bcl-XL Bim block	ABCG2 inh	RGS8-Gao	GSH fluor	ABCB1 inh	Bcl-B Bim block	Bcl-W Bim block	RGS7-Gao	Bcl-2 Bim block	Bfl-1 Bim block
Cc1cccc(-n2c(-c3csc4ccccc34)n[nH]c2=S)c1
    99	-7	-5	100	6	-0.6	-14	-1	97	1	2
O=C(CN1CCN(Cc2ccccc2Cl)C1=O)NCC1CCCO1 (stereo not drawn)
    98	-5	-3	99	20	-1.9	-3	0	100	-8	-13

The list goes on:
Second line of a record: RGS4-Gao reg	Bcl-XL Bim block	ABCG2 inh	RGS8-Gao	GSH fluor	ABCB1 inh	Bcl-B Bim block	Bcl-W Bim block	RGS7-Gao	Bcl-2 Bim block	Bfl-1 Bim block
Cc1ccc(/C=N/NC(=O)CNC(=O)c2cccs2)o1
    110	-3	-1	103	15	-0.1	-6	-4	105	-3	-3
O=C(O)CC(SCC(=O)Nc1ccc(Br)cc1)C(=O)O (stereo not drawn)
    98	-2	0	97	13	-0.1	0	-1	90	-1	-5
COc1cccc(C2=CC(c3cccc(OC)c3OC)n3nnnc3N2)c1 (stereo not drawn)
    102	-2	0	101	18	-0.2	-3	-3	99	-8	-5
N#CCCn1nnc(-c2ccccc2F)n1
    101	-3	2	101	8	0.6	0	0	100	0	-1
CC(=O)NC1C(=O)N=C(SCC(=O)NCc2ccccc2)NC1=O (stereo not drawn)
    99	-8	33	98	22	1.2	-7	0	102	-9	-18
Cc1cc(C(=O)COC(=O)c2cccn2C)c(C)n1Cc1ccco1
    101	-2	14	99	15	1.7	-1	-6	?	-5	-3
Cc1csc(NC(=O)C2COc3ccccc3O2)n1 (stereo not drawn)
    102	-4	30	102	33	2.9	-15	0	98	-7	-12
Cc1cccc(NC(=S)NNC(=O)c2csc(C)c2)c1
    103	-7	1	105	10	-0.3	-14	-5	103	-5	0
CCOC(=O)C(Cc1ccc(NC(=O)/C(=C/c2ccc(OC(C)=O)cc2)NC(C)=O)cc1)N1C(=O)c2ccccc2C1=O (stereo not drawn)
    103	-2	0	100	12	0.1	-3	-2	104	-2	0
CCOC(=O)N1CCN(C(=O)/C(=C/c2ccc(Br)cc2)NC(=O)c2ccc(OC)cc2)CC1
    103	-7	10	102	13	3.7	-11	-5	112	-2	-2

Later entries
Second line of a record: RGS4-Gao reg	Bcl-XL Bim block	ABCG2 inh	RGS8-Gao	GSH fluor	ABCB1 inh	Bcl-B Bim block	Bcl-W Bim block	RGS7-Gao	Bcl-2 Bim block	Bfl-1 Bim block
Cc1ccc(C(CCN(Cc2ccccc2)C(=O)c2ccco2)c2ccco2)cc1 (stereo not drawn)
    96	-4	5	101	6	1.5	-2	1	96	4	2
O=C(NCC(=O)N(Cc1ccco1)C(C(=O)NC1CCCCC1)c1cccnc1)c1ccco1 (stereo not drawn)
    104	-2	0	103	39	0.2	-8	0	100	-6	-8
COc1ccc(Cl)cc1NC(=S)N1CCN(c2ccccn2)CC1
    97	1	1	96	25	0.4	-9	1	106	-7	-13
CC1CCCN(CCCOc2ccc(Cl)cc2Br)C1 (stereo not drawn)
    104	-2	-4	105	21	3.0	-2	0	106	3	0
O=C(COC(=O)c1cccc([N+](=O)[O-])c1)NCc1cccs1
    100	0	4	98	14	-0.1	-1	0	?	-2	-7
O=C(Cc1ccc(F)cc1)NCCc1ccccc1
    99	-2	1	99	8	0.2	0	0	94	0	-5
COc1ccc(C2(O)CN(c3ccc(C)cc3)C3=[N+]2CCCC3)cc1 (stereo not drawn)
    101	-1	-3	99	13	-0.4	-1	-1	103	1	-5
Cc1ccc(CNCC(O)(c2ccc(F)cc2)c2ccc(F)cc2)cc1
    103	5	8	104	14	3.4	-8	2	100	-3	-8
CC(C)NC(=O)CSc1nnc(COc2ccccc2Cl)o1
    100	0	1	101	27	0.1	-4	0	101	-9	-12
Cc1occc1-c1nnc(SCC(=O)c2ccc(Cl)cc2)n1CC1CCCO1 (stereo not drawn)
    101	-2	22	100	13	-0.2	-7	3	101	-9	-5

(continued)
Second line of a record: RGS4-Gao reg	Bcl-XL Bim block	ABCG2 inh	RGS8-Gao	GSH fluor	ABCB1 inh	Bcl-B Bim block	Bcl-W Bim block	RGS7-Gao	Bcl-2 Bim block	Bfl-1 Bim block
CC1CC2(CCCCC2)Nc2ccc3ccccc3c21 (stereo not drawn)
    96	·	3	86	53	0.8	·	·	98	?	·
COc1cc(C2Nc3cc(Cl)c(S(N)(=O)=O)cc3S(=O)(=O)N2)cc(OC)c1OC (stereo not drawn)
    95	-1	0	98	6	0.1	-3	0	95	-1	2
c1ccc(-c2cnc(CSc3nnc4ccccn34)o2)cc1
    103	0	1	98	20	0.3	-1	-1	98	0	3
O=C(COC(=O)c1cccc(S(=O)(=O)N2CCN(c3ccccc3)CC2)c1)NCc1ccco1
    87	-4	0	100	25	0.4	1	-4	92	-2	-1
CSC1=NC2(CCCCC2)CC12C=CC(=O)C=C2
    106	-4	1	101	20	0.8	-14	-2	106	-5	2
Cc1onc(-c2c(Cl)cccc2Cl)c1C(=O)c1c[nH]c(C(=O)NC2CC2)c1
    98	-7	1	97	41	1.2	-6	-5	93	-4	-4
O=[N+]([O-])c1ccc(N2CCOCC2)cc1NCCCO
    94	-1	3	94	20	0.3	-1	0	92	-3	-2
CN(C(=O)C(Cl)Cl)c1ccc(OC(=O)c2ccco2)cc1
    104	0	2	102	20	0.4	-2	0	103	0	0
COCCn1c(SCc2cnc(-c3ccccc3)s2)nnc1-c1ccncc1
    96	2	2	100	17	0.7	1	0	96	0	-1
CC1(C)Cc2c(c(-c3ccccc3)[nH]c(=O)c2C#N)CS1
    95	2	3	96	23	1.0	1	-2	94	-1	0

The list goes on:
Second line of a record: RGS4-Gao reg	Bcl-XL Bim block	ABCG2 inh	RGS8-Gao	GSH fluor	ABCB1 inh	Bcl-B Bim block	Bcl-W Bim block	RGS7-Gao	Bcl-2 Bim block	Bfl-1 Bim block
Cc1nc2cc(NS(=O)(=O)c3ccccc3)ccc2n1C
    101	-6	1	104	26	0.3	-6	-3	105	1	-3
CCn1c(SCc2nc(CC(=O)Nc3ccccc3OC)no2)nnc1-c1cccs1
    101	-18	5	101	45	0.9	-8	0	101	-9	-17
Cc1nn(-c2ccccc2)c(Cl)c1/C=N\NC(=O)c1cnccn1
    102	-5	4	96	13	-2.2	-1	-2	102	2	-1
CCNc1nc(SCCOc2ccc(Cl)cc2Cl)nc(N(C)C)n1
    99	-4	3	100	14	0.1	-6	-3	100	-2	-7
Cc1cc(-c2ccco2)n(-c2ccccc2)n1
    92	-1	2	91	14	0.4	-8	0	90	-7	-2
COc1ccc(OC2C(=O)N(c3ccc(C)c(C)c3)C2c2ccc(OC)c(OC)c2)cc1 (stereo not drawn)
    103	-2	10	103	8	3.5	-4	2	100	3	1
COc1ccc(C(CNC(=O)c2cc(F)c(F)c(F)c2F)N2CCOCC2)cc1 (stereo not drawn)
    102	-5	5	102	17	0.2	-9	-3	?	-12	-10
O=C(Nc1c(F)cc(F)cc1Br)c1cc(-c2ccco2)on1
    99	-1	3	99	14	0.5	-3	4	98	-3	0
Cc1ccc(CNC(=O)Nc2cccs2)cc1
    97	-6	-2	93	34	-0.6	-3	-2	93	2	0
C=CCSc1nn2c(=O)c3ccccc3nc2s1
    95	0	5	100	19	0.4	0	1	94	-2	-1

Continued:
Second line of a record: RGS4-Gao reg	Bcl-XL Bim block	ABCG2 inh	RGS8-Gao	GSH fluor	ABCB1 inh	Bcl-B Bim block	Bcl-W Bim block	RGS7-Gao	Bcl-2 Bim block	Bfl-1 Bim block
O=C1Nc2ccccc2/C1=N\c1sc2c(c1C(=O)Nc1ccccc1)CCCC2
    94	-4	-2	93	13	-0.9	-3	0	99	4	4
Cc1cc[n+](CC(=O)Nc2nc3ccccc3s2)cc1
    100	-2	3	102	27	0.8	-8	-3	104	-3	-7
O=C(CN1CCC(Cc2ccccc2)CC1)NC(=O)NCc1ccco1
    99	-2	3	97	48	0.8	-9	3	96	-8	-12
CC(Cc1c[nH]c2ccccc12)NC(=O)C1CCCNC1=O (stereo not drawn)
    96	7	3	100	60	0.5	-8	2	93	-2	-9
COc1ccccc1CNC(=O)COC(=O)c1cc(-c2ccco2)nc2ccccc12
    81	2	2	95	5	0.9	0	11	84	3	11
O=C(COC(=O)c1ccc2ncsc2c1)NC(=O)c1ccccc1
    103	-2	2	101	10	-0.1	-3	-2	102	-4	-6
